# Compound activity: PubChem BioAssay, National Center for Advancing Translational Sciences (NCATS)
# Peg3 imprint – induces erasure of genomic imprints in mouse ES cells. 110,000 tested, 0.02% active. AID 1948. Potency, µM (series often up to 60.7 µM), without a hit: top-dose activity change, positive = activation, usual class: activators. mouse ES Peg3-LacZ reporter, beta-gal luminescence, 40 h;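 further: 0% = negative control wells on the plate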
#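 Gelatin-coated wells received 300 freshly trypsinized female ES cells with a Peg3LacZ-Neo reporter on the maternal allele, then incubated 40 hours at 37C. BetaGlo was added for 5 minutes at room temperature before a single luminescence read.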
# p53ts 32C tox – kills p53ts cells at the permissive temperature. AID 924. 130,000 tested, 0.93% active. Potency, µM (doses to about 46.1 µM), inactives show at the top dose activity change, negative = cytotoxicity, actives largely listed as cytotoxic. H1299-p53A138V at 32C, ATP luminescence viability, 24 h;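 further: 0% = DMSO and -100% = full killing by reference compound; nearly all actives have a fitted effect of over 55% in size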
#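 ATP-content luminescence (ATPlite) read-out after 24 h compound exposure at 32C in H1299-p53A138V cells (600/well). Tested up to 46 uM. Normalized to DMSO (0%) and 100 uM tamoxifen (100% killing); Hill-fit AC50.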
# p53ts 39C tox – kills p53ts cells at the nonpermissive temperature; Potency, µM (series often up to 46.1 µM), inactives show top-dose activity change, negative = cell killing, usual class: cytotoxic; 130,000 tested, 1.5% active; AID 902; H1299-p53A138V viability at 39C, ATP luminescence, 24 h; further: nearly all actives have a fitted effect of over 55% in size
# IkB sig inh – inhibitors of IkB signaling in ABC-DLBCL cells | Potency, µM (series often up to 57.1 µM), for inactives: at the highest dose IkBa stabilization activation | 110,000 tested, 0.04% active | ABC-DLBCL IkBa-CBG/CBR dual luciferase ratio, 4 h; response scale: scaled: untreated 0%, proteasome inhibitor 100%; active means well fitted curve in the direction sought with a large enough effect in the signal ratio, not every such curve was filed as active; inconclusive means small, poorly fitted or top-dose-only effect, or a change in a side signal; the % refers to the signal ratio;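 further: the direction sought is a rising ratio; 0% = basal untreated cells and 100% = reference inhibitor full response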
#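 Curves were fitted separately to fusion (green), unfused (red) and ratio luminescence, then classed by r2, magnitude and activity. Cells: OCI-Ly3, 4 h compound plus doxycycline at 37C; 10 uM MG-132 defined full response.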
# The depositor's hits bear a star; ? = inconclusive; . = no result given; [ ] = remark or other dose. Unless noted, the call rests on the fitted dose curve; in most records, active means well fitted curve in the direction sought with a large enough effect; inconclusive means small, poorly fitted or top-dose-only effect, or another doubt; inactive means no such curve, though single readings can be large; an effect the other way counts as inactive or inconclusive. Unless noted, on the % scale 0 is the no-effect control and ±100 the full control effect; potency means the concentration at half of the fitted maximal effect.
SMILES,Peg3 imprint,p53ts 32C tox,p53ts 39C tox,IkB sig inh
COCCn1nnnc1C(c1ccc(OC)cc1)N1CCC(C)CC1 (stereo unspecified),5%,-5%,-2%,-0.6%
O=C1NCC2=C1C(c1ccccc1)Nc1ccccc1N2 (stereo unspecified),-3%,-1%,6%,3.8%
COC(=O)c1c(NC(=O)COc2ccc(C(C)C)cc2)sc2c1CCCC2,-8%[10.9 µM],6%,20%,3.7%
CCn1nnnc1SCC(=O)NCc1cccs1,19%,-8%,6%,-1.0%
CCOc1ccc(C2C=C(c3cccc(OC)c3)Nc3nnnn32)cc1 (stereo unspecified),-11%[10.9 µM],-8%,0%,1.8%
CCOC(=O)c1ccc(NC(=O)N2CCc3ccccc32)cc1,-87%[inhibitor],?,?,6.6%
COc1ccc(N(CC(=O)N2CCN(Cc3ccc4c(c3)OCO4)CC2)S(C)(=O)=O)cc1OC,-7%,-4%,-10%,-0.1%
CCOC(=O)c1c(C)[nH]c(CCC(=O)NC(C)c2ccccc2)c1C (stereo unspecified),5%[10.9 µM],6%,-7%,?
CCc1nn2c(=O)cc(COC(=O)c3cccc(NC(=O)COc4ccccc4F)c3)nc2s1,-84%[inhibitor][10.9 µM],-20%,-26%,?
CCOC(=O)c1cnc2nc(C)[nH]n2c1=O,-12%,7%,0%,-1.6%
Cc1cc(OCCOCCN(C)CCO)cc(C)c1Cl,.,-14%,-10%,.
O=C(O)C1=C(C(=O)N2CCN(C(=O)c3ccco3)CC2)CCCC1,0%,0%,1%,1.5%
Cc1cc(C)nc(Nc2nc(C)c3cc4c(cc3n2)OCO4)n1,-1%,2%,8%,0.4%
c1ccc(-n2nc3c(ccc4cnnc43)[nH]2)cc1,-66%[inhibitor],-22%,-19%,-4.3%
CCN(CCCNC(=O)Cn1cc2c(n1)CCCC2)c1cccc(C)c1,-18%,-4%,-1%,1.2%
COc1ccc(NC(=O)c2ccco2)cc1NC(=O)c1cc2ccccc2o1,-12%,-2%,-10%,1.9%
CCOc1ccccc1C1NC(=O)NC(C)=C1C(=O)OC1CCCC1C (stereo unspecified),3%,13%,5%,0.4%
CC1CCCN(c2nc(-c3ccccc3O)nc3ccccc23)C1 (stereo unspecified),-17%[10.9 µM],-9%,-23%,?
COc1ccccc1NC(=O)Oc1ccc(NC(=O)c2ccco2)cc1,-36%[inhibitor],-4%,-8%,?
O=c1c2ccccc2n2c(-c3cccc(F)c3)nnc2n1Cc1ccccc1,-10%[10.9 µM],5%,1%,-1.0%
COC(=O)c1ccccc1NC(=O)Cn1c(=O)oc2ccc(Cl)cc21,-21%,-4%,4%,-2.3%
Cc1ccc(-n2ncc3c(=O)n(CC#N)cnc32)cc1C,-1%,-17%,-9%,2.6%
Cc1cc(C)c(C#N)c(SCc2[nH]nc3c2C(c2ccc(F)cc2)C(C#N)=C(N)O3)n1 (stereo unspecified),.,4%,4%,.
CCOC(=O)c1nnn(-c2nonc2N)c1CN1CCCCCC1,.,-1%,7%,2.8%

# A different layout for some results above:
# Order of results: Peg3 imprint	p53ts 32C tox	p53ts 39C tox	IkB sig inh
CCOC(=O)c1cnc2nc(C)[nH]n2c1=O
 : -12%	7%	0%	-1.6%
Cc1cc(OCCOCCN(C)CCO)cc(C)c1Cl
 : .	-14%	-10%	.
O=C(O)C1=C(C(=O)N2CCN(C(=O)c3ccco3)CC2)CCCC1
 : 0%	0%	1%	1.5%
Cc1cc(C)nc(Nc2nc(C)c3cc4c(cc3n2)OCO4)n1
 : -1%	2%	8%	0.4%
c1ccc(-n2nc3c(ccc4cnnc43)[nH]2)cc1
 : -66%[inhibitor]	-22%	-19%	-4.3%
CCN(CCCNC(=O)Cn1cc2c(n1)CCCC2)c1cccc(C)c1
 : -18%	-4%	-1%	1.2%
COc1ccc(NC(=O)c2ccco2)cc1NC(=O)c1cc2ccccc2o1
 : -12%	-2%	-10%	1.9%
CCOc1ccccc1C1NC(=O)NC(C)=C1C(=O)OC1CCCC1C (stereo unspecified)
 : 3%	13%	5%	0.4%
CC1CCCN(c2nc(-c3ccccc3O)nc3ccccc23)C1 (stereo unspecified)
 : -17%[10.9 µM]	-9%	-23%	?
COc1ccccc1NC(=O)Oc1ccc(NC(=O)c2ccco2)cc1
 : -36%[inhibitor]	-4%	-8%	?
O=c1c2ccccc2n2c(-c3cccc(F)c3)nnc2n1Cc1ccccc1
 : -10%[10.9 µM]	5%	1%	-1.0%
COC(=O)c1ccccc1NC(=O)Cn1c(=O)oc2ccc(Cl)cc21
 : -21%	-4%	4%	-2.3%
Cc1ccc(-n2ncc3c(=O)n(CC#N)cnc32)cc1C
 : -1%	-17%	-9%	2.6%
Cc1cc(C)c(C#N)c(SCc2[nH]nc3c2C(c2ccc(F)cc2)C(C#N)=C(N)O3)n1 (stereo unspecified)
 : .	4%	4%	.
CCOC(=O)c1nnn(-c2nonc2N)c1CN1CCCCCC1
 : .	-1%	7%	2.8%

# More entries follow.
SMILES,Peg3 imprint,p53ts 32C tox,p53ts 39C tox,IkB sig inh
O=C(Nc1ccc(O)c(C(=O)O)c1)c1ccc2c(c1)C(=O)N(CC1CCCO1)C2=O (stereo unspecified),-17%,1%,4%,1.5%
Cc1sc(NC(=O)CSc2nnc(COc3ccc(Cl)cc3)n2C)c(C#N)c1C,-2%,?,-16%,-0.4%
COc1ccccc1N1CCN(C(=O)c2cc3c(=O)oc4ccccc4c3s2)CC1,-4%[10.9 µM],2%,-2%,?
O=C(Cn1nnc(-c2ccccc2-n2cnnn2)n1)N1CCCCC1,4%,4%,-2%,-0.6%
Cc1csc(NC(=O)NC2(C(F)(F)F)Oc3ccccc3O2)n1,-17%,-11%,-10%,1.8%
O=C(CN1CCc2ccccc2C1)N1CCN(S(=O)(=O)c2ccccc2)CC1,-8%,2%,1%,3.6%
Cc1cc(NS(=O)(=O)c2ccc(NC(=O)COc3ccccc3C(C)C)cc2)no1,-11%,5%,-4%,6.1%
COc1ccc(N2CC(NC(=O)c3cccs3)CC2=O)cc1OC (stereo unspecified),-9%[10.9 µM],1%,-1%,1.7%
C=C(C)CNCCN,-14%[10.9 µM],-2%[9.22 µM],2%[9.22 µM],2.2%[11.4 µM]
CC(C)(C)c1ccc(S(=O)(=O)/C=C\C#N)cc1,-53%[inhibitor],16µM*,20µM*,?
CC(C)(C)c1ccc(C(=O)N2CCN(CCc3ccccn3)CC2)cc1,-15%[10.9 µM],-3%,-7%,0.6%
CC(C)(C)C1CCc2nc(NC(=O)COc3ccc(F)cc3)sc2C1 (stereo unspecified),13%[10.9 µM],-21%,-5%,0.9%
COc1cc(OC)cc(OCC(O)Cn2ccnc2)c1 (stereo unspecified),-13%,7%,-2%,-0.7%
CCc1ccc(CNC(=O)C2CCN(c3nnc(-n4c(C)ccc4C)s3)CC2)cc1,-2%[10.9 µM],-4%,-15%,2.7%
Cc1ccsc1C(=O)OCC(=O)N1CC(=O)Nc2ccccc21,-1%,6%,-3%,0.3%
COCc1nnc(N)s1,4%,1%,8%,4.3%
CCN(C(=O)CSc1nc2ccccc2n1Cc1ccccc1C#N)c1ccccc1,5%[10.9 µM],10%,15%,?
CCOC(=O)N1CCN(C(=O)CN(c2cc(C)ccc2OC)S(=O)(=O)c2ccc(C)cc2)CC1,-12%[10.9 µM],-4%,23%,?
O=C(Nc1ccc(Cl)c(C(F)(F)F)c1)c1ccco1,-22%,-3%,1%,-1.1%
Cc1cccc(OCc2nnc(-c3ccccc3)o2)c1,-6%[10.9 µM],-4%,-15%,-0.3%
O=C(NCCc1nc2ccccc2[nH]1)c1ccco1,2%,1%,6%,-0.2%
COc1cccc(CNC(=O)CCn2nc(C)c3c(C)n(-c4ccccc4)nc3c2=O)c1,17%[10.9 µM],-2%,5%,-1.6%
O=c1c2ccccc2nc(N2CCN(c3cccc(Cl)c3)CC2)n1-c1ccccc1,-9%[10.9 µM],10%,6%,?
CCC(=O)NCC(c1cccs1)N1CCOCC1 (stereo unspecified),-5%,6%,11%,-0.4%
COc1ccc(OC)c(S(=O)(=O)N2CCC(C(=O)NCCc3ccc(OC)c(OC)c3)CC2)c1,-15%,4%,9%,1.3%
O=C1CC(/C=C/c2ccco2)=Nc2ccccc2N1,4%,-20%,6%,-2.3%
COc1cccc(C(=O)Nc2ccc(-c3nc4ccccc4s3)cc2Cl)c1,-10%[10.9 µM],4%,?,1.1%
COc1ccc(OC)c(-c2cc(C(=O)NC(C)c3ccccc3)no2)c1 (stereo unspecified),-8%[10.9 µM],2%,-9%,-5.8%
COCCCNC(=O)C1CC(=O)N(CCc2ccc(OC)c(OC)c2)C1 (stereo unspecified),-1%,-2%,-12%,0.3%
Cc1cc(C)n(C(=O)COc2ccc(Cl)cc2Cl)n1,.,2%,2%,.
CCOc1ccc(C(=O)C2CCN(C(=O)c3ccccc3C(=O)O)CC2)cc1,-10%,-4%,-3%,-0.5%
CCN1CCN(S(=O)(=O)c2ccc(S(=O)(=O)NCC3CCCO3)cc2)CC1 (stereo unspecified),.,-4%,4%,-0.4%
Cc1ccc(NC(=O)C2CC(=O)NC(Nc3cccc(C)c3)=N2)cc1 (stereo unspecified),-10%,7%,14%,-0.3%
O=C(CCCn1c(=O)c2cccn2c2ccccc21)NCc1ccccc1Br,-12%[10.9 µM],-3%,-4%,0.2%
CCOc1ccc(-c2nnc(-c3ccncc3)o2)cc1,-68%[inhibitor],-16%,-20%,1.2%
O=C(O)C1C2C=CC(C2)C1C(=O)NCCc1cccc(Cl)c1 (stereo unspecified),-1%,-9%,?,-0.8%
CC(C)(C)OC(=O)N1CCC(c2c(C(=O)O)cnn2-c2ccc(Cl)cc2)CC1,-11%,11%,0%,?
CCCSc1nnc(-c2ccccc2N)c(=O)[nH]1,-18%,-21%,9%,5.1%
Cc1ccc(C)c(N(CC(=O)NCc2ccco2)C(=O)CCC(=O)Nc2ccccn2)c1,-10%,6%,-2%,-2.0%
COc1ccc2[nH]c(=O)c(CN(Cc3nnnn3Cc3ccc(F)cc3)CC3CCCO3)cc2c1 (stereo unspecified),-8%,-26%,?,0.7%
O=S(=O)(c1ccccc1)c1nc(-c2ccco2)oc1NCc1cccnc1,-3%,11%,2%,1.6%
CCOc1cc2sc(N3CCC(C(=O)Nc4cc(C)cc(C)c4)CC3)nc2cc1Br,18%[10.9 µM],3%,10%,?
COc1ccccc1-c1cc(C(=O)N2CCCCC2C)no1 (stereo unspecified),-13%[10.9 µM],11%,-5%,1.5%
Cc1ccc(-n2c(SCC(N)=O)nnc2-c2cccnc2)c(C)c1,7%,3%,-4%,-0.2%
COc1cccc(-n2c(Cc3cc(=O)[nH]c(=O)[nH]3)nnc2SCC(=O)N2CCCCC2)c1,-7%,5%,3%,-1.1%
CCOC(=O)C1=C(C)N=C2SC(C)C(=O)N2C1c1ccc(OCC)c(OCC)c1 (stereo unspecified),5%,16%,8%,-2.4%
O=C1CC2CS(=O)(=O)CC2N1c1ccc(Oc2ccccc2)cc1 (stereo unspecified),-19%,-4%,-5%,-1.1%
Cc1ccc(NC(=O)CCC(=O)N2Cc3ccccc3Oc3ncccc32)cc1F,-8%[10.9 µM],4%,-16%,?
CCCCN(CC)CCCNC(=O)Cn1ncc2c3ccccc3n(C)c2c1=O,-6%[10.9 µM],6%,-25%,2.3%
COC(=O)C1(CO)NC(c2cccs2)C2C(=O)N(c3ccccc3)C(=O)C21 (stereo unspecified),6%,8%,0%,4.2%
COc1cccc(NC(=O)N2CCC(n3c(C)nc4cccnc43)CC2)c1,12%[10.9 µM],0%,17%,-0.8%
CC(C)C(=O)Nc1ccccc1N1CCN(C(=O)c2ccccc2)CC1,-8%,11%,2%,2.8%
Cc1ccccc1C(=O)Nc1c(C)nc(Nc2ccccc2)nc1Nc1ccccc1,-11%[10.9 µM],?,-26%,?
COc1ccc(NC(=O)c2cccs2)cc1OC,-25%,-21%,-14%,10%
COc1cc(-c2ccc(NC(=O)CN3CCCCC3)c(OC)c2)ccc1NC(=O)CN1CCCCC1,-2%,-6%,12%,2.8%
Cc1nc2nc(SCC(=O)NC3CCC(C)CC3)nn2c(C)c1Cc1ccccc1 (stereo unspecified),23%[10.9 µM],8%,1%,?

# Quoted at random: two records from the list, in no set order.
SMILES,Peg3 imprint,p53ts 32C tox,p53ts 39C tox,IkB sig inh
Cc1ccc(NC(=O)C2CC(=O)NC(Nc3cccc(C)c3)=N2)cc1 (stereo unspecified),-10%,7%,14%,-0.3%
CCc1nn2c(=O)cc(COC(=O)c3cccc(NC(=O)COc4ccccc4F)c3)nc2s1,-84%[inhibitor][10.9 µM],-20%,-26%,?
